NR2E3 ag-1 – NR2E3 agonists in two-hybrid cells, primary screen, cell-based, luminescence, CHO-S, Gal4-NCOR/VP16-NR2E3; Photoreceptor-specific nuclear receptor (Homo sapiens), Q9Y5X4; 0.35% of 360,000 active; AID 602229, 2012; luciferase; inhibition of corepressor binding, % at 3.98 µM;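 active = inhibition above the mean of all tested compounds plus 3 SD, cut at about 70% in these data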;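 also: 0% = DMSO with NR2E3 transfected cells and 100% = cells lacking NR2E3 construct; higher means lower luciferase signal from less NR2E3 corepressor binding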
Target sequence (Q9Y5X4 whole entry, looked up, the tested form may be a part): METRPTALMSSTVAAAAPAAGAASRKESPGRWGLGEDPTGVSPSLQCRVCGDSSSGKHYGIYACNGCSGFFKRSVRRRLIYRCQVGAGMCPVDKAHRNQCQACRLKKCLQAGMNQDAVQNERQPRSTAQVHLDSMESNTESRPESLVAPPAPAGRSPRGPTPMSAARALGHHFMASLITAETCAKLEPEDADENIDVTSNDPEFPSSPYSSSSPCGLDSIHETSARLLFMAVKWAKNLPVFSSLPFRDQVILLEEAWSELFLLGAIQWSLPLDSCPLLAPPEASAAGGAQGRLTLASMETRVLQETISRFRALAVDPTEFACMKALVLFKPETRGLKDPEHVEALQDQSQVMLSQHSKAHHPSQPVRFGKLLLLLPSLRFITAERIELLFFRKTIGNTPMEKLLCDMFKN
HIF-2a inh – HIF-2a reporter inhibitors, primary screen, luminescence, 786-0 RCC cells | 0.72% of 360,000 active | AID 624352, 2012 | 786-0 RCC cells HIF-2a reporter, luciferase luminescence, overnight | inhibition, % at 18.8 µM;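 active = inhibition of the luminescence signal of 40% or more relative to plate controls, in a single-dose primary screen at 18.75 µM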
KKLEB cytotox – cytotoxicity in KKLEB CF airway cells, primary screen, cytotoxicity control for CF NF-kB inhibitor project, cell-based, uHTS, fluorescence assay plates; KKLEB CF airway cells viability, ATPlite luminescence, overnight; active compounds read low; cells stimulated with P. aeruginosa culture filtrate; activity change (cytotoxicity), % at 5 µM; 0.36% of 360,000 active;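 active = corrected activity change at or below -50% at 5 µM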
C8 TRAIL sens – viability loss with TRAIL in NB7+C8 cells, primary screen, TRAIL sensitizer project, cell-based, ATPlite luminescence; inhibition (viability loss, TRAIL sensitization), % at 10 µM; 1% of 360,000 active; AID 624354, 2012;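 active = compounds causing at least 50% loss of cell viability in the single-dose screen, relative to plate controls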
Peg3 prom inh – Peg3 promoter-driven luciferase inhibitors, primary screen, cell-based, HeLa, luciferase luminescence; HeLa PEG-Prom luciferase reporter, overnight; inhibition, % at 20 µM; 1.7% of 360,000 active; AID 588405, 2011;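 active = inhibition of at least 50% at 20 µM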
TROY signal inh – inhibitors of TROY-driven NF-kB signaling, primary screen, Q293 LMP1-TROYcd cells, NF-kB luciferase, uHTS; Q293 LMP1-TROYcd NF-kB luciferase reporter, 4 h; inhibition, % at 10 µM; 0.98% of 360,000 active;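 active = compounds whose plate-normalised and pattern-corrected inhibition of the luciferase reporter signal at the single screening dose is 50% or more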
MITF TRPM1 inh – inhibitors of MITF-dependent TRPM1 promoter reporter, primary screen, cell-based, SK-MEL-5, single point, luciferase | 0.83% of 330,000 active | inhibition, % at 12.5 µM | AID 488899, 2010 | SK-MEL-5 TRPM1 promoter luciferase, 24 h;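 active = mean inhibition across replicates of 60% or more, whatever share of single replicates reaches that level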; also: values of inactives mirror those of a sister screen read the other way
Shn3 inh set2 – reduction of Shn3 3'UTR firefly luciferase signal, primary screen, Schnurri-3 inhibitor project, cell-based, Clone20 osteoblasts, set 2. Clone20 osteoblast Shn3 3'UTR firefly luciferase, 24 h. inhibition, % at 12.5 µM. 0.52% of 360,000 active;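 active = mean inhibition of at least 75% with every replicate also reaching 75%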;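 also: 0% = median of neutral control wells and 100% = pilot-screen positive control compound; some compounds past the cut are filed as inactive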
TWEAK-Fn14 inh – inhibitors of TWEAK-Fn14 signaling, primary screen, luciferase reporter cells, uHTS; 2% of 360,000 active; inhibition, % at 10 µM; TWEAK-stimulated Fn14 reporter cells, luciferase luminescence, 8 h; in the data active = inhibition above about 50%
CF NFkB inh – inhibitors of PAF-induced NF-kB signaling, primary screen, cell-based, GFP fluorescence, uHTS. KKLEB NF-kB-GFP reporter, GFP fluorescence overnight. inhibition, % at 5 µM. 0.86% of 360,000 active;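 active = at least 50% inhibition at 5 µM, scaled per plate between neutral and stimulator controls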;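 also: PAF is a Pseudomonas aeruginosa culture filtrate used as stimulus; plate controls were PAF-stimulated DMSO wells for no effect and unstimulated DMSO wells for full effect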
NR2E3 ag-2 – inhibitors of NR2E3-RetCOR corepressor binding, primary screen, NR2E3 agonist project, biochemical, TR-FRET, GST-NR2E3, biotin-RetCOR | 0.12% of 320,000 active | inhibition of corepressor binding, % at 4.78 µM | 1536-well | AID 2300, 2010 | Photoreceptor-specific nuclear receptor (Homo sapiens), Q9Y5X4;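 active = percent inhibition above the cutoff of mean plus 3 SD of all tested compounds, set per screening campaign, cut at about 20% in these data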;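 also: 0% = DMSO wells and 100% = biotin wells as full block of FRET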
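Material: NR2E3–RetCOR corepressor complex | Quantity: 1.35 nM GST-tagged NR2E3 final | Schedule: 5 h at 4 °C | Replication: Singlicate compound wells | Reagent: RetCOR corepressor, biotinylated, 7 nM | Controls: Biotin wells as high control, 0.6% DMSO wells as low control | Signal: TR-FRET, Eu(K)-anti-GST donor, streptavidin-D2 acceptor, ex 340, em 617/671 nm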
* marks the source's active call; other numbers are inactive results; . = no result given.

structure,C8 TRAIL sens,KKLEB cytotox,TROY signal inh,Shn3 inh set2,MITF TRPM1 inh,NR2E3 ag-1,NR2E3 ag-2,HIF-2a inh,Peg3 prom inh,TWEAK-Fn14 inh,CF NFkB inh
O=C(CN1c2cccc3cccc(c23)S1(=O)=O)NCCc1ccccc1,-20,16,-6,5,-3,-2,.,21,17,-18,-4
C=CCN(CC=C)C(=S)NC(=O)/C=C/c1ccccc1,-8,-8,1,7,-1,-9,-1,-15,2,11,1
CSc1ccc(S(=O)(=O)N2CCCC2)cc1,1,-3,.,5,-4,6,1,18,17,30,22
O=C(/C(=N/O)c1ccccc1)c1ccccc1,-16,-11,-9,-6,-6,-33,.,-45,-5,-6,4
CCOC(=O)C(C)Sc1nc2c(c(-c3cccs3)c1C#N)CCC2 (stereo unspecified),-11,-11,-6,2,-2,-45,2,15,30,15,13
Cc1ncc(CSc2ccc(Cl)cc2)c(CO)c1O,-20,1,10,-20,8,4,1,9,13,-1,-3
Cc1ccsc1C(=O)N1CCN(c2ccccn2)CC1,-11,3,30,13,13,1,0,12,6,13,8
COc1ccc(N2CCN(C(=O)CNC(=O)c3cccs3)CC2)cc1,-12,1,1,9,1,-13,0,-2,14,1,-4
Cc1cc(C)nc(N2CCC(C(=O)NC3CCCCCC3)CC2)n1,-4,-5,-11,10,-8,13,4,4,2,-1,4
NC(=O)c1nsc(C(=O)N(c2ccccc2)C(C(=O)NCC2CCCO2)c2ccc3ncccc3c2)c1N (stereo unspecified),2,-1,2,-2,13,-12,0,12,20,11,12
CCC(=O)N1c2ccc(S(=O)(=O)NCCc3ccc(C)cc3)cc2CC1C (stereo unspecified),2,-8,12,-2,10,27,2,6,12,-1,24
CC12CCC(=O)N1C(C(=O)Nc1nc(-c3cc(F)ccc3F)cs1)CS2 (stereo unspecified),-5,-8,5,-1,-10,-6,-1,-3,-8,21,13
C/C(=N\NC(=O)c1ccco1)c1cccc2ccccc12,-29,1,-30,25,-4,-55,-4,-27,-19,11,5
CCOc1ccc(S(=O)(=O)N2CCC(C(=O)NC3CCCC3)CC2)cc1,-17,12,-15,-11,1,-14,2,18,5,2,-9
Cc1[nH]nc2nc(SCC(=O)NC3CCCCC3)n(-c3ccc(Br)cc3)c(=N)c12,31,-8,29,27,26,1,1,-2,28,-28,-15
O=C(O)CCn1cc(C2CC(c3ccccc3)=NN2c2ccccc2)c(-c2ccccc2)n1 (stereo unspecified),-2,-4,10,-20,-7,-14,1,-8,-6,12,1
CC(=O)/C(=N/Nc1ccc(Br)cc1)N1CCCc2ccccc21,6,-18,39,7,10,40,-5,11,27,0,-9
Nc1nc2ccc(C(=O)NCCOC(=O)C3CCCCC3)cc2s1,-4,-3,14,3,-6,-20,1,6,16,4,-12
Cc1ccc2c(CN3CCC(C)CC3)cc(=O)oc2c1C,1,-5,-41,-30,-88,-65,.,-263,-258,6,0
NCCN1CCN(S(=O)(=O)c2ccc([N+](=O)[O-])cc2)C=C1c1ccc(Cl)cc1,-12,-19,-18,-27,8,1,-2,-9,-9,-6,2
O=C(NC1CCCCC1)C(c1ccccc1F)N(Cc1ccco1)C(=O)Cn1nnc2ccccc21 (stereo unspecified),0,-4,7,31,-2,-15,-2,1,-13,-7,1
CN(/N=C/c1ccc2c(c1)OCO2)c1nc(N2CCOCC2)nc(N2CCOCC2)n1,11,-15,14,11,-7,-8,1,7,-19,2,5
Cc1cc(NC2=CC(=O)C(=O)c3ccccc32)no1,72*,-42,-42,-5,84*,-4,.,-119,-10,-4,86*
COc1cccc(C(C(=O)NC(C)(C)C)N(C(=O)CCC(=O)Nc2cc(C)on2)C(C)(C)C)c1OC (stereo unspecified),6,2,-11,4,0,-6,2,-4,2,-7,-5
CCCCCC(O)(CCCCC)C(=O)NNc1ccccc1,6,-5,-8,-2,5,8,2,17,17,-16,-9
Cc1nc(-c2ccccc2)nn1-c1ccc([N+](=O)[O-])cc1,22,-11,-50,-101,.,-54,-2,-290,-210,-10,-13
O=C(CSc1ncn[nH]1)c1ccccc1,6,-3,-43,-24,-12,-30,0,-9,-21,5,8
Cc1ccc2nc(SCC(=O)Nc3ccc4c(c3)OCCO4)nc(=O)n2c1,-4,-3,-30,12,-3,-6,0,-29,-18,4,-15
Cc1nc(N2CCOCC2)[nH]c(=O)c1C(O)C(Cl)(Cl)Cl (stereo unspecified),12,12,-18,14,3,-4,-1,11,4,-3,-3
Cn1nc(C(=O)Nc2c(-c3ccccc3)nc3sccn23)c2ccccc2c1=O,5,-6,-4,-6,3,-27,0,6,13,8,7

A different layout for part of the listing above:
molecule: Cc1ncc(CSc2ccc(Cl)cc2)c(CO)c1O
  C8 TRAIL sens: -20 | KKLEB cytotox: 1 | TROY signal inh: 10 | Shn3 inh set2: -20 | MITF TRPM1 inh: 8 | NR2E3 ag-1: 4 | NR2E3 ag-2: 1 | HIF-2a inh: 9 | Peg3 prom inh: 13 | TWEAK-Fn14 inh: -1 | CF NFkB inh: -3

molecule: Cc1ccc2nc(SCC(=O)Nc3ccc4c(c3)OCCO4)nc(=O)n2c1
  C8 TRAIL sens: -4 | KKLEB cytotox: -3 | TROY signal inh: -30 | Shn3 inh set2: 12 | MITF TRPM1 inh: -3 | NR2E3 ag-1: -6 | NR2E3 ag-2: 0 | HIF-2a inh: -29 | Peg3 prom inh: -18 | TWEAK-Fn14 inh: 4 | CF NFkB inh: -15

Next structures follow:
structure,C8 TRAIL sens,KKLEB cytotox,TROY signal inh,Shn3 inh set2,MITF TRPM1 inh,NR2E3 ag-1,NR2E3 ag-2,HIF-2a inh,Peg3 prom inh,TWEAK-Fn14 inh,CF NFkB inh
Cn1nnc(NC(=O)c2cccc(OCc3ccccc3)c2)n1,3,1,-44,-5,13,-111,-4,-7,-7,-10,-5
O=C(O)c1ccc([N+](=O)[O-])cc1Sc1ccsc1,-8,1,-6,-17,-3,-6,.,10,-3,1,1
COc1ccccc1N1CCN(C(=O)C2CCN(S(=O)(=O)c3ccc(Cl)cc3)CC2)CC1,-8,-8,22,3,-6,10,2,2,9,-1,6
O=C1C2CC=CCC2C(=O)N1c1nc2n(n1)C(c1ccccc1)CC(c1ccccc1)N2 (stereo unspecified),-7,4,-15,8,5,-38,-1,14,17,2,-2
CCOC(=O)c1nn(-c2ccc(OCC)cc2)c(C)c1C(C)=O,-9,12,10,10,-9,-4,0,6,4,-13,9
COc1ccc(NC(=O)CSc2nnc3ccc(-c4ccccn4)nn23)c(OC)c1,3,5,-5,-3,1,-9,4,9,2,6,-2
O=C1[C@H](Cc2ccccc2)NCC=CC[C@@H](c2ccc(Cl)cc2)N1Cc1ccc(Cl)cc1,10,1,17,-11,-5,-7,.,5,29,13,14
Cc1cc(=O)oc2cc(OCC(=O)OCc3nnc(-c4ccccc4)o3)ccc12,-3,-5,7,1,-11,-2,-1,-1,-12,-5,14
Cn1c(=O)c2ncn(CC(=O)Nc3nc(-c4ccc(Cl)cc4)cs3)c2n(C)c1=O,11,-18,46,13,-7,6,0,3,-37,18,-11
COCCNC(=O)C12CC3CC(CC(Cl)(C3)C1)C2,2,0,1,-1,.,13,-7,18,-1,8,-4
CCC1NC(=O)c2cc3ccccc3cc2-n2c1nc1cc(C)cc(C)c1c2=O (stereo unspecified),3,-11,-9,11,.,17,.,11,13,-30,-6
O=C(NCC1CCCN1S(=O)(=O)c1cccs1)c1cccc([N+](=O)[O-])c1 (stereo unspecified),12,0,2,14,-3,0,0,13,2,0,-2
CN(C(=O)c1cccc(NC(=O)Cc2ccc(NC(=O)C3CCN(C(=O)C4CC4)CC3)cc2)c1)C1CCCC1,-4,0,-3,-28,1,-3,.,8,-6,-9,-3
CCOC(=O)C1=C(CSc2nc3c(cc2C#N)CN(C)CC3)OC(N)=C(C#N)C1c1ccccc1 (stereo unspecified),-4,20,6,1,10,-8,4,-10,5,-4,-12
Cc1ccccc1NC(=O)COc1coc(CN2CCN(Cc3ccccc3)CC2)cc1=O,12,-3,9,-20,1,2,1,4,18,0,-7
Cc1sc2nc(SCC(=O)N3CCOCC3)[nH]c(=O)c2c1C,6,-8,-10,-1,9,20,2,21,5,6,14
Cc1cc(C)c(Nc2n[nH]c(=S)s2)cc1C,-11,15,19,3,.,-27,.,-14,6,5,5
Cc1cc2ncn(-c3nnnn3-c3ccccc3)c2cc1C,7,-1,-1,-13,-6,15,-1,2,0,-5,-5
CCn1cc(CNC(=O)C2CCC(=O)N(C3CCCCCC3)C2)cn1 (stereo unspecified),3,-11,-6,4,9,-46,3,-21,-3,-8,12
NC(=O)c1cc(NC(=O)CCNS(=O)(=O)c2cccc(C(F)(F)F)c2)cc(C(N)=O)c1,-3,8,-14,15,11,-11,0,13,5,-12,12
C=CCn1c(SCC(=O)Nc2cccc(OC)c2)nnc1-c1cccnc1,-7,16,9,-75,1,-33,2,-8,-6,-4,-18
CCCSc1nc2c(=O)[nH][nH]c(=O)c2n1Cc1ccccc1,5,-7,11,0,16,-35,-2,9,2,-4,6
CC(C)NS(=O)(=O)c1ccc(OCC(=O)NC(C)c2ccccc2)cc1 (stereo unspecified),8,-7,10,-2,-7,-25,-1,4,14,4,10
CCOC(=O)C1CCN(C(=S)Nc2cccc(C)c2C)CC1,1,-10,-5,-52,0,1,0,17,16,15,8
Cc1cc(Cl)ccc1OCCCC(=O)NCc1ccncc1,3,5,-5,-11,-9,-11,1,5,7,-5,-1
Cn1c(CNC(=O)CNS(=O)(=O)c2ccccc2)cc(=O)n(C)c1=O,21,3,-20,-8,-4,-4,0,7,2,-14,-1
O=C1/C(=C/c2cccnc2)N=C2CCCCCN12,-1,-2,-20,2,19,-6,-1,15,5,19,28
CCOc1cc(/C=C2\C(=O)ON=C2c2ccccc2)cc(Br)c1O,1,2,7,8,27,-25,0,79*,35,35,34
O=C(O)COc1c(Cl)cc(/C=C2/NC(=O)NC2=O)cc1Br,-6,0,-18,18,-18,-17,2,6,4,-4,-4
CCC(C)NC(=O)C(=O)NC1CCCC1 (stereo unspecified),1,19,-7,-1,8,0,.,-7,4,-7,-19
COc1cccc(Nc2nc3ccccc3nc2-n2nc(C)cc2C)c1,-1,-3,-3,-31,-2,-3,4,-15,-28,-11,-4
Cc1c(Cl)cccc1-n1c(-c2cccnc2)n[nH]c1=S,-5,-2,-13,3,-5,-12,3,15,8,0,-5

Assay outcomes deposited in PubChem by several laboratories.

Only part of the results is shown; the hit share may differ from the screen's.
